# aDG glyco up = activators of alpha-DG glycosylation, primary screen, uHTS, Pro5-aDG cells, AlphaScreen; alpha-DG glycosylation AlphaScreen (IIH6); 0% Pro5, 100% B10-LARGE cell signal; activation, % at 10 µM; actives 0.22% (n = 360,000); AID 624168, 2012;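 active = activation of at least 8% versus controls, or a plate z-score of at least 8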;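 also: Pro5 are CHO cells carrying HIG-tagged alpha-DG that lacks glycosylation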
# Vif imaging = HIV Vif self-association inhibitors, primary screen, imaging, HEK293T, single point; actives 0.35% (n = 340,000); AID 602346, 2012; inhibition, % at 7.49 µM; HEK293T cells, Vif self-association by quenched fluorescence, 24 h; in the data active = inhibition above about 50%, passing the limit was not always enough; inconclusive = no clear call, values can overlap the other calls; inactive = below about 31%; also: some results filed as inactive read as strong as hits
# MC4R ag barr = MC4R agonists recruiting beta-arrestin, primary screen, cell-based, luminescence, agonist arm of biased-ligand search | Melanocortin receptor 4 (Homo sapiens), P32245 | U2OS MC4R beta-arrestin complementation; percent of melanotan II response, DMSO zero | activation, % at 8.9 µM | actives 0.98% (n = 360,000) | AID 540308, 2011;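 active = activation above a per-plate cutoff, the mean activation of sample wells on that plate plus 3 SD, cut at about 8% in these data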
# Target sequence (P32245 whole entry, looked up): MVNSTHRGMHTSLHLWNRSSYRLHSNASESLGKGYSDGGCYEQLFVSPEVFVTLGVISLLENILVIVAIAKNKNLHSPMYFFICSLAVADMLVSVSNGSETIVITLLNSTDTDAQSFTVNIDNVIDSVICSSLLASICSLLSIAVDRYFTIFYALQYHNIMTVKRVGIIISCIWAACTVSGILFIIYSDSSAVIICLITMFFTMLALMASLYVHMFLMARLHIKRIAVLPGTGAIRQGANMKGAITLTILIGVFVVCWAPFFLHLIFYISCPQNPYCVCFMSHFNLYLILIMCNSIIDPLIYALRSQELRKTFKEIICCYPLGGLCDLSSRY
# ABCB6 inh 2 = ABCB6 transporter inhibitors, primary screen, K562-ABCB6 cells, flow cytometry, MLPCN library; actives 0.19% (n = 360,000); K562-ABCB6 porphyrin accumulation, 1 h; active compounds read low; fluorescence ratio to DMSO, % at 10 µM;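 active = fluorescence ratio to DMSO below 75%, the collection mean minus 3 SD; inconclusive = too few cells collected in the well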;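 also: signal is porphyrin accumulated inside mitochondria; 100% equals median channel fluorescence of DMSO control wells; lower ratio means ABCB6 inhibition with less porphyrin fluorescence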
# N-glyco inh = increase of ERlucT glycosylation luciferase signal, primary screen, N-linked glycosylation inhibitor project, D54 ERlucT cells, luminescence, set 2. actives 0.23% (n = 360,000). reporter increase, % at 12.5 µM. D54 ERlucT glycosylation luciferase reporter, 24 h; percent of 100 nM tunicamycin response;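 active = mean luciferase reporter signal, scaled so untreated is 0 and the glycosylation-blocking control 100, at or above a set limit in every replicate; inconclusive = mean reaches the limit but not every replicate does; inactive = mean below the limit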;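 also: luciferase carries N-glycosylation sites so blocking glycosylation raises the light; 0% = median of neutral control wells and 100% = median of 100 nM tunicamycin wells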
# m5-HT2A agonist = mouse Htr2a agonists via beta-arrestin recruitment, primary screen, cell-based, luminescence. 5-hydroxytryptamine receptor 2A (Mus musculus), P35363. actives 0.66% (n = 360,000). activation, % at 7.6 µM. CHO-K1 mHTR2A beta-arrestin complementation; percent of 30 µM serotonin response. AID 624169, 2012;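 active = activation above a run cutoff, the mean activation of all tested compounds plus 3 SD, cut at about 14% in these data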;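 also: 0% = plate median of compound wells and 100% = 30 µM serotonin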
# MC4R antagonist = MC4R antagonists of cAMP signaling, primary screen, cell-based, TR-FRET, antagonist arm of biased-ligand search; inhibition, % at 6.5 µM; AID 540295, 2011; actives 0.48% (n = 360,000); Melanocortin receptor 4 (Homo sapiens), P32245; MC4R-expressing cells, MTII-stimulated cAMP, LANCE TR-FRET;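 active = inhibition above its plate's cutoff, the mean of tested wells on that plate plus 3 SD, cut at about 29% in these data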;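 also: 0% = Melanotan II alone and 100% = Melanotan II plus saturating MCL0020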
#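 Test system: U2OS cells stably expressing human melanocortin 4 receptor (MC4R); also added: Melanotan II challenge; compound: 6.5 µM single dose; timing: 30-min compound preincubation, 1-h Melanotan II challenge, 1-h detection, room temperature; signal: Eu-cAMP/anti-cAMP TR-FRET, emission 671 nm; repeats: one well per compound, no replicates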
# PDI turbidity = inhibitors of human PDI, primary screen, biochemical, turbidity, single point, plate reader | Protein disulfide-isomerase (Homo sapiens), P07237 | AID 588391, 2011 | inhibition, % at 10 µM | actives 0.052% (n = 350,000) | PDI insulin aggregation turbidity, A650, 90 min;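 active = mean inhibition across replicates of 30% or more, whatever share of single replicates reach that level; inconclusive = mean inhibition below 30% while every single replicate reaches 30%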;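 also: absorbance from insulin aggregation driven by PDI reduction with DTT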
# Target sequence (P07237 whole entry, looked up): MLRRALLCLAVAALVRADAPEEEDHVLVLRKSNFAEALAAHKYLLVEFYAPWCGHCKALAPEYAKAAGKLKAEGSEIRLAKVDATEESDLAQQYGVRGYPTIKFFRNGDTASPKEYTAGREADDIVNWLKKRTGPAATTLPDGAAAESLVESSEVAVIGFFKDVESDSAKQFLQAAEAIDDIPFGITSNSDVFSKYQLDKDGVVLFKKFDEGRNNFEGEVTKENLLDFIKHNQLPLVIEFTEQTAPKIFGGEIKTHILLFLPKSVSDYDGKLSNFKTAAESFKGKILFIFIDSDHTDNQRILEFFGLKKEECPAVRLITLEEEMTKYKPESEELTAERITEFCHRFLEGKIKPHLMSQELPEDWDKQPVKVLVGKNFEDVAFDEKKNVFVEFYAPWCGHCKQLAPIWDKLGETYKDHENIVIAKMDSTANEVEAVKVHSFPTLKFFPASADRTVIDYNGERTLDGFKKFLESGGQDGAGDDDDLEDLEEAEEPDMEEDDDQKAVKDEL
# H9c2 protect = cardioprotection against H2O2-induced cell death, primary screen, uHTS, H9c2 cells, ATPLite luminescence; H9c2 cardiomyocytes, H2O2 injury protection, 2 h; protection from H2O2 cell death, % at 20 µM; actives 0.63% (n = 360,000); AID 588492, 2011;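 active = compounds giving at least 50% protection of heart cells from peroxide-induced death in the single-dose screen, raw or plate-pattern-corrected value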;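 also: 0% = DMSO wells with peroxide and 100% = DMSO wells without peroxide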
# CaV13 ICDI inh = Primary screen for inhibitors of IQ motif and Ca2+-dependent inactivation inhibitor domain binding in CACNA1D, Förster resonance energy transfer in living cells, … | HEK cells, CFP/YFP FRET ICDI-IQ, plate reader, 10 min; percent FRET-ratio fall versus neutral wells | actives 0.098% (n = 340,000) | inhibition, % at 12.3 µM;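 active = mean replicate inhibition of at least 30% and at least 1% of replicates passing that level; inconclusive = only one of the two criteria is met; inactive = neither criterion is met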;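 also: 0% = median of the neutral control wells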
# Active calls of the source: *; ? = inconclusive; nt = not tested or not shown.
SMILES,aDG glyco up,Vif imaging,MC4R ag barr,ABCB6 inh 2,N-glyco inh,m5-HT2A agonist,MC4R antagonist,PDI turbidity,H9c2 protect,CaV13 ICDI inh
Cc1c(NS(=O)(=O)c2cc(C(=O)NCCN(C)C)ccc2Cl)c(=O)n(-c2ccccc2)n1C,0.0,nt,-1.8,97,1,7,0,-3,-1,-17
COc1ccc2c(=O)c(C(=O)NCCc3ccc(OC)c(OC)c3)c[nH]c2c1,0.9,1,3.4,93,-2,-2,-13,-2,15,-4
CCN(CC)CCCNC(=S)N(CCCO)Cc1cc2cc3c(cc2[nH]c1=O)OCO3,-0.1,13,0.8,84,-1,2,3,5,-1,-2
O=C(c1nsnc1-c1ccccc1O)N1CCCCC1,0.1,0,-0.9,101,-2,0,7,-14,6,1
CCOC(=O)C1C(C(=O)OC)=C(c2ccc(OC)cc2)c2ccc(OC)cc2N1S(=O)(=O)C(F)(F)F (configuration not stated),-0.2,17,-1.6,94,2,5,4,-8,18,nt
O=C(NCc1ccccn1)c1cccc(NS(=O)(=O)c2cccc(F)c2)c1,0.1,-9,-1.5,98,1,-2,2,8,2,-3
O=C(COC(=O)/C=C/c1ccc2c(c1)OCO2)NC1CCS(=O)(=O)C1 (configuration not stated),-0.1,-2,-2.3,96,0,-3,17,-1,1,2
Clc1ccc(C2CC(c3cccs3)n3ncnc3N2)cc1Cl (configuration not stated),0.2,-6,-1.4,101,1,-1,-2,nt,-3,-2
Cc1cc(C(=O)NNC(=O)c2nn(C)c(=O)c3ccccc23)c(C)o1,-0.1,42,-1.9,100,3,3,3,-2,7,-10
CCOC(=O)c1c(C)[nH]c(C(=O)COC(=O)CNC(=O)c2ccccc2Cl)c1C,-0.2,6,0.0,98,2,3,8,-7,2,-2
CN1CCc2c(sc3c2c(=O)n(-c2ccc(Cl)cc2)c2nncn32)C1,-0.2,-8,-0.1,100,1,8,8,-15,-1,-4
CCCc1ccc(C(=O)O/N=C(\N)c2ccccn2)cc1,0.0,1,3.0,96,-21,-2,0,-2,-17,-6

# An excerpt from above in order of SMILES length, largest number first.
SMILES,aDG glyco up,Vif imaging,MC4R ag barr,ABCB6 inh 2,N-glyco inh,m5-HT2A agonist,MC4R antagonist,PDI turbidity,H9c2 protect,CaV13 ICDI inh
CCOC(=O)C1C(C(=O)OC)=C(c2ccc(OC)cc2)c2ccc(OC)cc2N1S(=O)(=O)C(F)(F)F (configuration not stated),-0.2,17,-1.6,94,2,5,4,-8,18,nt
O=C(COC(=O)/C=C/c1ccc2c(c1)OCO2)NC1CCS(=O)(=O)C1 (configuration not stated),-0.1,-2,-2.3,96,0,-3,17,-1,1,2
CCCc1ccc(C(=O)O/N=C(\N)c2ccccn2)cc1,0.0,1,3.0,96,-21,-2,0,-2,-17,-6
O=C(c1nsnc1-c1ccccc1O)N1CCCCC1,0.1,0,-0.9,101,-2,0,7,-14,6,1

# (list continues)
SMILES,aDG glyco up,Vif imaging,MC4R ag barr,ABCB6 inh 2,N-glyco inh,m5-HT2A agonist,MC4R antagonist,PDI turbidity,H9c2 protect,CaV13 ICDI inh
CCOC(=O)C1=C(C)N(CC(C)C)C(=O)/C1=C\c1ccc(OCC(=O)Nc2ccccc2)cc1,0.1,2,-3.6,96,-3,-7,8,11,7,-3
COc1ccccc1NC(=O)Cn1c2ccc(F)cc2c2nc3n(c(=O)c21)CCS3,0.0,-4,-1.2,98,0,-1,1,10,5,-7
Cc1nc(CSc2nnc(Nc3cccc(C)c3C)s2)cs1,0.4,3,-2.9,98,-5,9,-3,9,-4,-5
COc1ccc(C(=O)NC(=S)NNC(=O)c2ccc3ccccc3n2)cc1,0.0,-3,1.4,94,-7,-4,-1,3,24,-2
Cc1cc(C(=O)CSc2nc3ccccc3o2)c(C)n1CC1CCCO1 (configuration not stated),5.4,4,-0.4,96,-11,1,4,0,-34,nt
CC(C)(C)n1nc(Cc2cccc3ccccc23)c2c(N)ncnc21,0.4,-21,0.2,97,-7,-1,-26,5,-9,-5
Cc1cc(C)c(S(=O)(=O)NCc2ccccn2)cc1C,-0.1,14,-0.8,99,1,-5,0,5,0,0
Cc1ccc(S(=O)(=O)N(C)c2ccc(OCC(=O)OCc3c(C)noc3C)cc2)cc1,-0.1,0,-1.9,94,3,0,17,-1,-6,-2
COc1ccc(N2C(=O)C(Cl)=C(Nc3ccccc3OC)C2=O)cc1,-0.2,-2,-0.8,97,5,-1,21,-1,-7,-17
Cc1cc(-c2nc3c4c5c(sc4[nH]c(=O)n3n2)CCC5)c(C)o1,-0.1,-11,-1.3,94,-1,-5,3,6,4,nt
CCOc1ccc(N2CC(C(=O)NCCN3C(=O)S/C(=C\c4ccc(OC)cc4)C3=O)CC2=O)cc1 (configuration not stated),0.1,2,-1.8,94,-1,4,13,-3,-2,-3
COc1ccccc1NC(=O)N1CCCC1C(=O)NCc1ccccc1F (configuration not stated),-0.2,-2,-0.6,90,1,-3,1,-4,-4,-4
C=CCOc1ccc(C(=O)Nc2ccccc2C(=O)N2CCCC2)cc1,-0.1,nt,-1.5,98,1,2,2,-3,-2,-3
O=C(OC1CCOC1=O)c1cc(-c2ccccc2)nc2ccccc12 (configuration not stated),-0.1,-15,-1.1,97,0,-3,23,-7,16,-6
CCCc1nc2c3ccccc3ccn2c1Cc1cccc(Cl)c1,-0.1,nt,nt,99,1,-3,nt,nt,-2,-6
CCCCCCN1C[C@@H](O)[C@H](n2cc(COC(=O)c3ccccc3)nn2)C[C@@H]1c1ccc(OC)cc1,0.1,3,5.4,88,-1,4,2,3,-10,-6
COC(=O)[C@H](C)NC(=O)Nc1ccc(C)c(C)c1,0.1,-10,-3.1,129,0,-1,0,0,6,nt
CCCCCCCCCCOC(=O)Cn1c(COc2ccccc2OC)[n+](C)c2ccccc21,0.2,-6,19*,87,15,-4,-11,-2,-21,-18
COc1ccc(-c2ccnc3[nH]n(-c4ccccc4)c(=O)c23)cc1,-0.2,9,0.5,96,3,-3,-2,6,1,-19
Cc1ccc(C#CC[N+]2(CC#Cc3ccc(C)cc3)CCCCC2)cc1,-0.2,1,2.6,97,16,2,10,4,-35,-6
O=C1CCC/C1=C\Nc1ccc(Cl)c([N+](=O)[O-])c1,0.0,-6,-0.3,100,-2,-8,-2,1,-6,-15
Cc1nc(SCC(=O)NC(=O)NCc2ccccc2)nc(C)c1C,0.0,-6,-2.7,102,-2,0,0,9,6,nt
CNC(=O)Nc1cc(C)nn1C,-0.2,-2,0.1,93,0,1,14,12,-2,-5
COc1cccc(NCc2cc(=O)oc3cc(-c4ccccc4)c(O)cc23)c1,0.6,-9,6.0,97,11,-5,5,-6,-16,-6

# Part of the list above, tab-delimited.
molecule	aDG glyco up	Vif imaging	MC4R ag barr	ABCB6 inh 2	N-glyco inh	m5-HT2A agonist	MC4R antagonist	PDI turbidity	H9c2 protect	CaV13 ICDI inh
O=C(OC1CCOC1=O)c1cc(-c2ccccc2)nc2ccccc12 (configuration not stated)	-0.1	-15	-1.1	97	0	-3	23	-7	16	-6
CCCc1nc2c3ccccc3ccn2c1Cc1cccc(Cl)c1	-0.1	nt	nt	99	1	-3	nt	nt	-2	-6
CCCCCCN1C[C@@H](O)[C@H](n2cc(COC(=O)c3ccccc3)nn2)C[C@@H]1c1ccc(OC)cc1	0.1	3	5.4	88	-1	4	2	3	-10	-6

# Going on with the list.
SMILES,aDG glyco up,Vif imaging,MC4R ag barr,ABCB6 inh 2,N-glyco inh,m5-HT2A agonist,MC4R antagonist,PDI turbidity,H9c2 protect,CaV13 ICDI inh
CCOC(=O)CSc1ccc(S(=O)(=O)N(CC)CC)cc1[N+](=O)[O-],-0.3,-7,-1.5,97,1,17*,26,-4,3,-1
COc1cc(/C=N/Nc2nc3ccccc3s2)ccc1OC(=O)c1ccccc1F,0.5,0,0.9,93,-8,1,-6,-1,-4,-19
COc1ccc(/C=C2/C(=O)N(c3c(F)c(F)c(F)c(F)c3F)N=C2C)cc1,-0.1,-5,-0.2,103,1,0,7,3,-4,-1
O=C(c1ccccc1Cl)N(C(=O)c1ccccc1Cl)c1nccc(-c2cccs2)n1,0.0,5,2.0,99,-2,3,9,1,6,-3
Cc1ccc(CS(=O)Cc2ccc(C(=O)NCCCc3ccccc3)o2)cc1 (configuration not stated),0.1,-2,1.7,107,-3,-1,1,-4,0,-12
COc1ccc(C23NCCN2C(=O)c2ccccc23)cc1 (configuration not stated),-0.1,?,-0.7,99,1,0,5,-2,2,-2
CC1(C)O[C@@H]2C[C@H]3[C@@H]4C[C@H](F)C5=CC(=O)CC[C@]5(C)[C@H]4[C@@H](O)C[C@]3(C)[C@]2(C(=O)CO)O1,0.1,-3,1.2,105,6,4,12,-1,-1,-6
Cc1ccc(S(=O)(=O)NC23CC4CC(CC(C4)C2)C3)cc1,-0.1,-3,1.8,96,-5,6,6,-7,-14,-12
O=C(COc1cc2oc(=O)c3c(c2cc1Cl)CCC3)Nc1ccc(CN2CCOCC2)cc1,0.0,4,1.6,97,1,5,1,6,-3,-7
CC1(C)C2(C#N)C(N)=NC3(OCCO3)C12C#N (configuration not stated),0.2,5,0.9,85,0,7,10,3,15,nt
Cc1ccc(C)c(N(C(=O)c2csnn2)C(C(=O)NC2CCCCC2)c2ccncc2)c1 (configuration not stated),0.2,28,-0.8,100,-3,3,10,-10,-1,-4
O=C(Cc1cccc(NC(=O)C2CCN(C(=O)C3CC3)CC2)c1)Nc1cccc(C(=O)N2CCCCC2)c1,-0.2,0,-0.8,102,-1,-1,12,1,4,-4
CCOC(=O)Cn1c2ccc(F)cc2c2nc(C)sc21,-0.3,8,-0.3,99,-2,1,3,-5,5,-5
CCCCn1c(N)c(N(CCOC)C(=O)c2c(-c3ccccc3)noc2C)c(=O)[nH]c1=O,0.0,1,-2.1,92,2,10,-5,2,4,-6
CCN(C(=O)COC(=O)C1CCN(S(=O)(=O)c2cccs2)CC1)c1ccccc1,-0.3,21,-1.8,97,2,3,10,-3,6,6

# Compound activity as filed in PubChem BioAssay.
